PKA-R1A act – activates the PKA-R1A holoenzyme complex; P00514+P68181; PKA-R1A dissociation, Cy5-IP20 fluorescence polarization; scaled: DMSO 0%, 113 µM cGMP 100%; activation, % at 11.4 µM; 340,000 tested, 0.083% active; AID 504707;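 active = percent activation above the mean of all tested compounds plus 3 SD, cut at about 19% in these data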;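 note: higher means more PKAc released from R1A so a rise in polarization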
PKA-R2B act – activates the human PKA-R2B holoenzyme complex; P22694+P31323; PKA-R2B holoenzyme dissociation, Cy5-IP20 fluorescence polarization; R2B truncated from residue 108, S112A mutant; 0% DMSO only, 100% 113 µM cGMP; activation, % at 11.4 µM; 340,000 tested, 0.079% active; AID 504700;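 active = activation above a cutoff set at the mean over all compounds plus 3 SD, cut at about 18% in these data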;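 note: higher means more holoenzyme dissociation and a rise in polarization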
Target sequence (P31323 whole entry, looked up, other chains not shown, the tested form may be a part): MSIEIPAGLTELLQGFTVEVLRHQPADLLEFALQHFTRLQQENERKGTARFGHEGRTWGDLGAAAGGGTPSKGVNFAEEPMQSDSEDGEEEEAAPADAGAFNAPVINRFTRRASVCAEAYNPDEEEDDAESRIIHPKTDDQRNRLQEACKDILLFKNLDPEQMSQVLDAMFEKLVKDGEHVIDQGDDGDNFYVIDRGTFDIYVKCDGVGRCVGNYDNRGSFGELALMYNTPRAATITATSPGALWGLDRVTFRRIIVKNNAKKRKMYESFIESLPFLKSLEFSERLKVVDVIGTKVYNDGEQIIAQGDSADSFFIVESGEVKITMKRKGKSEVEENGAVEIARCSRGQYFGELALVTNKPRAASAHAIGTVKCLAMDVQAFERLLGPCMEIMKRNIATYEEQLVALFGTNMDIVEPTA
phage Ecoli inh – E. coli growth loss with phage present | AID 651602 | growth absorbance | inhibition, % at 11.9 µM | 360,000 tested, 0.26% active; in the data active = inhibition above about 11%
* = called active by the depositor. A portion of the library. The share of hits here may be higher or lower than overall.

SMILES | PKA-R1A act | PKA-R2B act | phage Ecoli inh
Cc1ccc(OCc2cc(C(=O)N(C)C3CCCc4ccccc43)no2)cc1C (stereo not drawn) | -10 | -3 | 0.5
O=C(O)c1sc(C(=O)O)c(-c2ccccc2)c1-c1ccccc1 | 3 | -10 | -0.5
CC(=O)OC1C(OC(C)=O)C2C(C)CC3OC(=O)C(C)C3CC2(C)C1OC(C)=O (stereo not drawn) | 9 | 1 | -0.2
CC1(CSc2ccccc2)CC(=O)N1 (stereo not drawn) | -2 | -4 | 1.7
O=C(COc1ccc(Cl)cc1Cl)NCCN1CCCCC1 | 2 | -11 | -0.6
COc1cc(Cl)ccc1OCc1cc(C(=O)N2CCN(C3CCCCC3)CC2)no1 | -1 | 2 | -1.2
CC(C)CC1C(=O)N(Cc2cn(CC3CCCCC3)nn2)CCS(=O)(=O)N1Cc1ccc(-c2ccc(Cl)cc2)cc1 (stereo not drawn) | -4 | -2 | 3.4
O[C@@H]1C[C@H](c2ccc(Cl)cc2)N(Cc2cccs2)C[C@H]1n1cc(C2CC2)nn1 | -9 | -5 | 0.7
CC(C)CC1NC(=O)c2cc3ccccc3cc2-n2c1nc1ccc(F)cc1c2=O (stereo not drawn) | -10 | -17 | 1.0
C[C@@H]1CCCCO[C@@H](CN(C)C(=O)Cc2ccccc2)[C@@H](C)CN([C@H](C)CO)C(=O)c2cc(N(C)C)ccc2O1 | -11 | -5 | 2.8
O=C(OCc1cn([C@@H]2CN(CC3CCCCC3)[C@@H](c3ccccc3)C[C@H]2O)nn1)c1ccccc1 | -12 | -16 | 2.5
C[C@H](NC(=O)c1ncn2c1C(=O)N(C)CC2)C(=O)OC(C)(C)C | -4 | -9 | 2.1
COc1cc(NC(C)CCCN)c2nc(C)ccc2c1Oc1ccc(F)cc1 (stereo not drawn) | -2 | -7 | 1.2
CCc1cc(-c2nnn(CCC3COCCO3)c2CC)ccc1-c1cn(Cc2ccccc2)nn1 (stereo not drawn) | -4 | -2 | 0.1
O=C(O)c1cscc1Cc1cccs1 | -8 | 3 | 2.4
O=C1CCCC(=O)N1CCCCCCN1C(=O)CCCC1=O | -1 | -3 | 2.9
CCN1C(=O)CSC1=Nc1ccc(C(=O)OC)cc1 | 14 | -6 | 2.6
COc1cccc(CN2CC(C(=O)NCCc3cn4cccnc4n3)CCC2=O)c1 (stereo not drawn) | 1 | -10 | 2.2
Cc1ccc(C(=O)OCC(=O)Nc2cccc(Br)c2)s1 | -1 | 8 | 3.2
COc1ccc(C(=O)NCCCC2CCCC2)cc1OC1CCN(C(C)C)CC1 | 5 | -7 | 1.9
COc1ccccc1N1CCN(C(=O)[C@@H]2CCCN2C2=NS(=O)(=O)c3ccccc32)CC1 | -3 | 0 | 3.8
Cc1ccn(CC(=O)N2CCCC(N3CCN(c4cccc(C(F)(F)F)c4)CC3)C2)n1 (stereo not drawn) | -4 | -3 | 2.2
Cc1ncc(CO)n1Cc1ccc(Cl)cc1 | -3 | -5 | 2.4
C#CCN(C[C@@H]1[C@@H](OC(=O)NCC2CCCCC2)[C@@H](OC(=O)NCC2CCCCC2)Cn2c(=O)ccc(=O)n21)S(=O)(=O)c1ccc(C)cc1 | -13 | 5 | 3.7
CC(=O)c1cc2c(cc1NC(=O)CSc1nnc(C3CC3)n1C)OCO2 | -6 | 1 | 1.8
COc1cc(OC)c(NC(=O)CC2SC(N)=NC2=O)cc1Cl (stereo not drawn) | 2 | 1 | 2.1
CCOC(=O)C(C(=O)OCC)C(=O)c1cccc2ccc3ccccc3c12 | 7 | 15 | 0.2
C[C@H](CO)N1C[C@H](C)[C@H](CN(C)S(=O)(=O)c2ccc3c(c2)OCCCO3)OCc2cnnn2CCCC1=O | -6 | -6 | 1.8
COc1ccc([C@H]2C[C@@H](O)[C@H](n3cc(COC(=O)c4ccccc4)nn3)CN2Cc2cccs2)cc1 | 6 | 3 | -0.2
C[C@H](CO)N1C[C@H](C)[C@@H](CN(C)S(=O)(=O)c2ccc3ccccc3c2)OCc2cn(nn2)CCCC1=O | -6 | -3 | 2.6
COCOCCn1cc(CN2CCS(=O)(=O)N(Cc3ccc(-c4ccncc4)cc3)C(C(C)C)C2=O)nn1 (stereo not drawn) | 3 | -9 | 1.0
O=C1[C@H]2[C@@H](c3ccc(C(F)(F)F)cc3)N[C@]3(CCCN(Cc4ccco4)C3=O)[C@H]2C(=O)N1Cc1ccccc1 | -5 | 2 | 2.1
Cc1ccc(C)c2c1CCCC2=O | -1 | -4 | 2.6
CC(C)(C)Cc1c(-c2ccc(F)cc2)nc2ccc(Br)cn12 | 1 | -9 | 3.3
O=C(Cn1nnc(-c2ccc(Cl)cc2)n1)NC(=O)NC1CCCC1 | 12 | -5 | 2.8
C[C@H](O)[C@@H]1C(=O)N2CCc3c([nH]c4ccccc34)[C@@H]2C[C@@H]1N(C)C(=O)Nc1ccc(F)cc1 | -9 | -7 | 1.6
CC(C)CC1NC(=O)c2cccnc2-n2c1nc1cc(F)c(F)cc1c2=O (stereo not drawn) | -10 | -1 | 3.0
Cc1cn([C@H]2C[C@H](O)[C@@H](CNC(=O)[C@@H]3CCCN3Cc3ccccc3)O2)c(=O)[nH]c1=O | -4 | -4 | 5.2
Cc1nc2ccc(NC(=O)c3ccccc3)cc2c(=O)n1Cc1ccc(F)cc1 | -3 | -9 | 2.4
Cc1cccc(NC(=O)CSc2nncn2N)c1C | 1 | 2 | -2.5
CC1(C2CC2)NC(=O)N(CC(=O)N2CCN(c3ccccc3F)CC2)C1=O (stereo not drawn) | -2 | 2 | 1.2
COc1ccc(-c2noc(CN(C)C(=O)CCCN3C(=O)[C@H]4CC=CC[C@H]4C3=O)n2)cc1 | -5 | -4 | 3.5
COc1ccc(C(=O)N/C(=C\c2ccc(Cl)cc2)C(=O)NCCN2CCOCC2)cc1 | 12 | 7 | 1.2
Cc1nnc(Cc2ccccc2)c2n[nH]c(C)c12 | -5 | 0 | 3.0
CC1(C)CC(=O)C=C(c2ccccc2-c2ccc(S(C)(=O)=O)cc2)C1=O | -5 | 7 | -2.3
NS(=O)(=O)c1ccc(NCc2cnc3ccccc3n2)cc1 | 6 | 5 | 3.4
C[C@@H]1CN([C@H](C)CO)S(=O)(=O)c2ccc(Br)cc2O[C@@H]1CN(C)C(=O)CN1CCOCC1 | -6 | -4 | 1.9
C[C@H]1CN([C@@H](C)CO)C(=O)CCCn2nncc2CO[C@H]1CN(C)S(=O)(=O)c1cccs1 | -1 | 0 | -0.9
CCOC(=O)CN(c1sc(C)c(C)c1C(=O)OCC)S(=O)(=O)c1ccc(C)cc1 | -4 | 1 | 3.8
Cc1ccc(CSC2=NCCN2S(=O)(=O)c2ccc(C)cc2)cc1 | -4 | -7 | 1.6

(further entries)
SMILES | PKA-R1A act | PKA-R2B act | phage Ecoli inh
C[C@@H]1CN([C@H](C)CO)C(=O)CCCn2cc(nn2)CO[C@H]1CN(C)C(=O)Nc1cccc2ccccc12 | 5 | -1 | 0.7
COc1ccccc1N(C(C)=O)C1=C(Cl)C(=O)c2ccccc2C1=O | 0 | 0 | -0.6
C=CCN1C(c2cccc(C(F)(F)F)c2)=CS/C1=C(\C#N)c1nnc(N2CCOCC2)n1-c1ccccc1 | 1 | 3 | 3.9
COc1ccc(CNC(=O)COC(=O)c2cc(C)oc2C)cc1 | 6 | -4 | 2.5
Nc1ncnc(N)c1NC(=O)c1ccc(OCc2ccccc2)cc1 | -6 | 0 | 1.4
CC[C@H](C)[C@H]1CNC(=S)N1CC1CCN(CC)CC1 | 9 | 8 | 3.5
C(=NOCc1ccccc1)c1ccccn1 | 8 | 4 | 4.6
O=C(NCCc1cn[nH]c1)c1ccc2oc(CCc3ccccc3)nc2c1 | -2 | -3 | 0.5
O=C(CSc1nnc2ccc(-c3ccccn3)nn12)Nc1cccc(F)c1 | 11 | -7 | -0.3
S=C(CSc1ccccc1)Nc1cccc2ccccc12 | -1 | 9 | 1.3
Cc1ccc(S(=O)(=O)N2C[C@H]3[C@H]4C(=O)N(c5ccccc5)C(=O)[C@H]4C[C@H](OC(=O)NCC4CCCCC4)[C@@]3(O)C2)cc1 | -5 | -6 | 1.9
Cc1ccc(S(=O)(=O)N2CCCCC2)cc1NC(=O)c1ccco1 | -6 | -2 | 0.0
O=C(O)c1ccccc1NC(=O)C1CCN(S(=O)(=O)c2ccc3c(c2)OCCO3)CC1 | 1 | 6 | 1.8
Cn1c2ccccc2c(=O)c2ccc(Cl)cc21 | 7 | 6 | 3.3
c1ccc(NN(Cc2ccccn2)c2ccccc2)cc1 | -7 | -2 | 3.4
O=C1CCC(C(=O)OCC(=O)Nc2ccc(SC(F)F)cc2)=NN1 | -6 | -3 | 1.4
C[C@@H]1CCCCO[C@H](CN(C)C(=O)NC2CCCCC2)[C@@H](C)CN([C@H](C)CO)C(=O)c2cc(NC(=O)c3ccccc3)ccc2O1 | 3 | -4 | 3.8
O=c1c2ccccc2c2ccccc2c(=O)n1Cc1ccc2c(c1)OCO2 | -11 | -12 | 2.3
Cc1ccc(C(=O)N2CCC(N3CCC(C(=O)N4CCOCC4)CC3)CC2)cc1 | -1 | -4 | -1.3
Cc1cccc(NC(=O)CSc2nc(=O)n(CCCN3CCOCC3)c3c2CCCC3)c1C | 0 | 14 | 2.5
CCc1ccc(NC(=O)C(=O)NCCN2CCN(C(=O)c3ccc(OC)cc3)CC2)cc1 | -3 | 3 | 1.2
COc1ccccc1CNC(=O)COC(=O)c1cnc(C)cn1 | -3 | 3 | 1.6
N#Cc1ccccc1OCC(=O)Nc1ccc2c(c1)OCO2 | 0 | 5 | 0.8
C[C@@H]1CN([C@@H](C)CO)C(=O)CCCn2cc(nn2)CO[C@H]1CN(C)C(=O)Oc1ccccc1 | 1 | 5 | 4.2
CCN(CC)C(=O)C1=C(C)N(Cc2ccc(C(C)(C)C)cc2)C(=O)C(CC(=O)NC2CCCC2)C1 (stereo not drawn) | -9 | 1 | -1.2
CCC(=O)Nc1ccc(C(=O)NNC(=O)CCCCC(=O)NNC(=O)c2ccc(NC(=O)CC)cc2)cc1 | -2 | -9 | -0.8
COCCN(Cc1ccccc1)C(=O)c1cccc(S(=O)(=O)N2CCN(Cc3ccccc3)CC2)c1 | 13 | 1 | 0.3
CCCCc1ccc(NC(=O)COC(=O)c2ccc3ncsc3c2)cc1 | 4 | -1 | 2.2
Cc1ccc(CN(C)C(=O)CCNC(=O)c2ccc(Cl)cc2)o1 | -14 | 6 | 3.8
CC(=O)N1CCN(c2ccc(NC(=O)c3cccc(F)c3)cc2)CC1 | -1 | -13 | 3.4
Cc1cn([C@H]2C[C@H](O)[C@@H](CNC(=O)[C@H](N)C3CC3)O2)c(=O)[nH]c1=O | -3 | -4 | -1.3
Cc1ccc(C)c(NC(=O)COC(=O)c2c(-c3ccccc3)noc2C)c1 | 5 | -4 | 3.9
CC1C(=O)N(Cc2cn(CCC3OCCCO3)nn2)CCS(=O)(=O)N1Cc1ccc(-c2ccc(Cl)cc2)cc1 (stereo not drawn) | -18 | -7 | 0.6
Cc1cc(C)c2c(=O)n3c(nc2c1)C(C)NC(=O)c1cccnc1-3 (stereo not drawn) | -6 | -8 | 2.7
CC(=O)c1ccc2ccccc2c1OC(=O)c1ccncc1 | 0 | -6 | 2.2
Cc1ccc(/C(O)=C2\C(=O)C(=O)N(CCCN3CCOCC3)C2c2ccccc2F)cc1 (stereo not drawn) | -5 | -8 | 1.2
Cc1ccccc1NC(=O)COC(=O)c1c(C)nn(-c2ccccc2)c1C | 9 | 6 | 2.3
O[C@@H]1C[C@H](c2ccccc2)N(CC2CCCCC2)C[C@H]1n1cc(C2CC2)nn1 | -2 | -4 | 0.1
O=C(COC(=O)/C=C/c1cccc(C(F)(F)F)c1)Nc1cccc(S(=O)(=O)NC2=NCCC2)c1 | 0 | -10 | 2.2

Gathered by group, those above containing an aryl methoxy group
SMILES | PKA-R1A act | PKA-R2B act | phage Ecoli inh
COc1cc(Cl)ccc1OCc1cc(C(=O)N2CCN(C3CCCCC3)CC2)no1 | -1 | 2 | -1.2
COc1cc(NC(C)CCCN)c2nc(C)ccc2c1Oc1ccc(F)cc1 (stereo not drawn) | -2 | -7 | 1.2
COc1cccc(CN2CC(C(=O)NCCc3cn4cccnc4n3)CCC2=O)c1 (stereo not drawn) | 1 | -10 | 2.2
COc1ccc(C(=O)NCCCC2CCCC2)cc1OC1CCN(C(C)C)CC1 | 5 | -7 | 1.9
COc1ccccc1N1CCN(C(=O)[C@@H]2CCCN2C2=NS(=O)(=O)c3ccccc32)CC1 | -3 | 0 | 3.8
COc1cc(OC)c(NC(=O)CC2SC(N)=NC2=O)cc1Cl (stereo not drawn) | 2 | 1 | 2.1
COc1ccc([C@H]2C[C@@H](O)[C@H](n3cc(COC(=O)c4ccccc4)nn3)CN2Cc2cccs2)cc1 | 6 | 3 | -0.2
COc1ccc(-c2noc(CN(C)C(=O)CCCN3C(=O)[C@H]4CC=CC[C@H]4C3=O)n2)cc1 | -5 | -4 | 3.5
COc1ccc(C(=O)N/C(=C\c2ccc(Cl)cc2)C(=O)NCCN2CCOCC2)cc1 | 12 | 7 | 1.2
COc1ccccc1N(C(C)=O)C1=C(Cl)C(=O)c2ccccc2C1=O | 0 | 0 | -0.6
COc1ccc(CNC(=O)COC(=O)c2cc(C)oc2C)cc1 | 6 | -4 | 2.5
CCc1ccc(NC(=O)C(=O)NCCN2CCN(C(=O)c3ccc(OC)cc3)CC2)cc1 | -3 | 3 | 1.2
COc1ccccc1CNC(=O)COC(=O)c1cnc(C)cn1 | -3 | 3 | 1.6
